Screens (PubChem BioAssay)
GPR151 activ: activators of human GPR151, primary screen, cell-based, PathHunter beta-arrestin, luminescence; G-protein coupled receptor 151 (Homo sapiens), Q8TDV0; PathHunter beta-arrestin GPR151 cells; activation, % at 11.2 µM; hit rate 1% among 650,000; in the data active = activation above about 4.9%;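 also: 0% = median of compound wells and 100% = cells with positive control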
Target sequence (Q8TDV0 whole entry, looked up): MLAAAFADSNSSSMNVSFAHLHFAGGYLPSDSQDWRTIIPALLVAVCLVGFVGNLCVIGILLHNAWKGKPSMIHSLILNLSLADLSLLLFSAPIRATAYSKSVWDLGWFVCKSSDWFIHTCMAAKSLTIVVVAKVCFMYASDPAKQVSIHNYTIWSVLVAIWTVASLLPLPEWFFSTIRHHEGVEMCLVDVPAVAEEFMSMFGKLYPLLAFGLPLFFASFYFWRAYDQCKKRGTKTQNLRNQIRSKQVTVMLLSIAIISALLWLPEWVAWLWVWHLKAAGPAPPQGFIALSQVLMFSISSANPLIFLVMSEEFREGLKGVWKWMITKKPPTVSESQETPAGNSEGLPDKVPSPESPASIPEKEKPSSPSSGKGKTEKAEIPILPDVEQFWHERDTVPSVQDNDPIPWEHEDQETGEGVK
TEAD-YAP block: TEAD-YAP interaction inhibition, primary screen, TEAD-YAP interaction inhibitor project, luminescence, HEK-TIYL cells; hit rate 1.4% among 640,000; TEAD-Gal4/YAP UAS-luciferase luminescence; inhibition, % at 9.12 µM; in the data active = inhibition above about 32%;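 also: 0% = median of test compound wells and 100% = reference inhibitor wells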
MITF primary: MITF inhibitors, primary screen, biochemical, AlphaScreen, human. Microphthalmia-associated transcription factor (Homo sapiens), O75030. AlphaScreen MITF homodimerization, bead proximity signal. inhibition, % at 2.6 µM. hit rate 0.91% among 650,000; in the data active = inhibition above about 50%;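 also: 0% = vehicle wells with protein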
Target sequence (O75030 whole entry, looked up): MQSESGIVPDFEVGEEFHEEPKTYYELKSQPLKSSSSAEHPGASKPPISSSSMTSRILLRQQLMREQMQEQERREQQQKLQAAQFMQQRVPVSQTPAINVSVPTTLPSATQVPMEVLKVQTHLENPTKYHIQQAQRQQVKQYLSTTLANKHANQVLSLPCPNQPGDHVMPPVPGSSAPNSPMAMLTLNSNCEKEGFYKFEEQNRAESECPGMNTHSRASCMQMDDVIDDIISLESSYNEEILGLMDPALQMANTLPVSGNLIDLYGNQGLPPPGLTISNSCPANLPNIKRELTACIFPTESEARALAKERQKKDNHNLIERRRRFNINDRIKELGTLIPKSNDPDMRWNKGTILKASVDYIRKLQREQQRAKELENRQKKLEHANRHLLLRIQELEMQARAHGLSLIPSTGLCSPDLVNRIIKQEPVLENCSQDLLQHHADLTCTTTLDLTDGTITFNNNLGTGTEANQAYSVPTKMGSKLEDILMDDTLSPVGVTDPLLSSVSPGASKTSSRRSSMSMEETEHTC
FBW7 activator: FBW7 E3 ligase activators, primary screen, biochemical, AlphaScreen, human; F-box/WD repeat-containing protein 7 (Homo sapiens), Q969H0; AlphaScreen FBW7–phospho-cyclin E peptide binding, activator screen; normalized activity (activation), % at 26.1 µM; hit rate 0.13% among 650,000; in the data active = normalized activity above about 1.9%;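 also: purified mutant Fbw7 with reduced substrate affinity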
* hit, by the source's call.

SMILES | GPR151 activ | TEAD-YAP block | MITF primary | FBW7 activator
CC1(C)Nc2ccccc2-c2c1ssc2=Nc1ccc(S(=O)(=O)NC(=O)c2ccccc2)cc1 | 1.5 | -1 | -10 | 0.1
COc1cc(/C=C2/N=C(c3ccc(F)cc3)OC2=O)cc(OC)c1OC | -0.6 | 6 | 15 | 0.0
CC(=O)C(C)Sc1nc(-c2ccco2)cc(C(F)(F)F)c1C#N (stereo not given) | -0.1 | -5 | -16 | 0.2
COc1ccc(F)cc1S(=O)(=O)Nc1ccncc1 | -0.7 | -6 | 13 | -0.1
COCc1[nH]nc2c1C(c1ccc(OC)c(OC)c1)C(C#N)=C(N)O2 (stereo not given) | -1.5 | -3 | 18 | 0.4
O=C(NNc1cc(N2CCOCC2)nc(N2CCOCC2)n1)C12CC3CC(CC(C3)C1)C2 | 0.1 | -9 | 15 | 0.1
CC(C)C12CN3CC(C(C)C)(CN(C1)C3c1c(O)ccc3ccccc13)C2=O (stereo not given) | 1.0 | -6 | 0 | 0.0
COc1ccc(CC(=O)NC(C)CCc2ccccc2)cc1 (stereo not given) | -2.5 | -11 | 0 | 0.2
CCC(Sc1nnc(-c2ccc(C)cc2)c(-c2ccc(C)cc2)n1)C(=O)Nc1cccc(C)c1 (stereo not given) | 0.8 | 2 | -2 | 0.1
Nc1ncc(Cc2ccccc2[N+](=O)[O-])s1 | -0.6 | -1 | 3 | -0.3
Brc1ccccc1CN1CCC(N2CCOCC2)CC1 | -0.9 | 1 | 25 | -0.1
O=C(CN1C(=O)C2C3C=CC(C3)C2C1=O)Nc1ccc([N+](=O)[O-])cc1O (stereo not given) | 1.6 | -1 | 6 | -0.1
COc1ccc(-c2nnc3sc(NC(=O)COc4ccccc4)nn23)cc1OC | -0.2 | 2 | 4 | -0.1
CCn1c(SCc2ccccc2Cl)nnc1-c1ccncc1 | 0.2 | -2 | -1 | 0.1
CCc1c(N(C)C)nc2n(c1=O)CCS2 | 1.2 | 4 | 0 | 0.2
COCCNCC(=O)N1CCc2ccccc21 | 0.0 | -3 | 13 | -0.2
C(=C\c1ccccc1)/CN1CCN(C2c3ccccc3-c3ccccc32)CC1 | 0.0 | 2 | 0 | -0.2
OCCC1CN(Cc2cccc(-n3cccn3)c2)CCN1C1CCCCC1 (stereo not given) | 0.8 | -3 | -10 | -0.1
CCOc1ccc(NC(=O)COc2cccc(NC(C)=O)c2)cc1 | 1.5 | -44 | 4 | 0.0
Cc1nn(C)cc1C(=O)N1CCc2c(nc(N3CCCCC3)[nH]c2=O)C1 | 0.0 | -6 | 4 | 0.0

Some of the entries so far, as labelled records.
COc1ccc(-c2nnc3sc(NC(=O)COc4ccccc4)nn23)cc1OC
  GPR151 activ: -0.2
  TEAD-YAP block: 2
  MITF primary: 4
  FBW7 activator: -0.1
CCn1c(SCc2ccccc2Cl)nnc1-c1ccncc1
  GPR151 activ: 0.2
  TEAD-YAP block: -2
  MITF primary: -1
  FBW7 activator: 0.1
CCc1c(N(C)C)nc2n(c1=O)CCS2
  GPR151 activ: 1.2
  TEAD-YAP block: 4
  MITF primary: 0
  FBW7 activator: 0.2
COCCNCC(=O)N1CCc2ccccc21
  GPR151 activ: 0.0
  TEAD-YAP block: -3
  MITF primary: 13
  FBW7 activator: -0.2

Next part.
SMILES | GPR151 activ | TEAD-YAP block | MITF primary | FBW7 activator
NC(=O)Cc1nc2ccccc2[nH]1 | 0.1 | 4 | 14 | 0.1
Cc1ccc(N2C3=C(C(=O)CC(C)(C)C3)C(c3cnn(C)c3)C3=C2CC(C)(C)CC3=O)cc1 | 2.7 | 6 | 11 | -0.1
CC1=C(C(=O)N2CCCCC2)C(c2ccc(C(F)(F)F)cc2)C2=C(CC(C)(C)CC2=O)N1 (stereo not given) | 0.6 | 3 | -11 | -0.2
C/C(=N\NC(=O)Cc1cccn1C)c1cccc2ccccc12 | 1.2 | 6 | 23 | -0.1
Cc1ccc(C(C(=O)NC(C)(C)C)N(CCc2ccccc2C)C(=O)c2csnn2)o1 (stereo not given) | -0.1 | 8 | 17 | -0.1
CCn1c(=N)c(C(=O)NC)cc2c(=O)n3cc(C)ccc3nc21 | 1.2 | 8 | 3 | -0.1
COc1cc(CO)cc(Cl)c1OCc1ccccc1F | -1.3 | 3 | 3 | 0.3
COCCCNC(=O)c1cc(-c2ccccc2)n[nH]1 | 3.9 | -34 | 4 | 0.0
COc1ccc(N2C(=O)CC(NCCCN3CCN(C)CC3)C2=O)cc1 (stereo not given) | -1.1 | 1 | -12 | 0.1
Cc1ccccc1OCc1nnc(SCC(=O)N2CCCCC2C)n1C (stereo not given) | 0.5 | 2 | 7 | 0.0
COc1ccc(Cl)cc1Nc1nc2ccc(C)cc2n2cnnc12 | -1.5 | 10 | 6 | 0.2
CCOC(=O)N1CCC(NS(=O)(=O)c2cc(C(=O)OC)n(C)c2)CC1 | 3.3 | 3 | 7 | 0.4
COc1cc2c3cc1Oc1c(OC)c(OC)cc4c1[C@@H](Cc1ccc(O)c(c1)Oc1ccc(cc1)C[C@@H]3N(C)CC2)N(C)CC4 | 1.4 | 2 | 13 | -0.1
C=CCOc1ccc(/C(O)=C2/C(=O)C(=O)N(CCCN(C)C)C2c2ccc(Cl)cc2)cc1C (stereo not given) | -1.0 | 0 | 11 | 0.0
CSc1ccc(COC(=O)C2COc3ccccc3O2)cc1 (stereo not given) | -1.2 | 12 | -15 | 0.1
COc1ccc2c(c1)CC(c1nc3ccc(-c4ccncc4)cc3c(=O)[nH]1)CO2 (stereo not given) | 0.1 | 2 | 21 | 1.0
CCOc1ccc(C(=O)Nc2ccc3nn(-c4ccc(OC)cc4)nc3c2)cc1[N+](=O)[O-] | 0.0 | -10 | -3 | -0.4
COc1ccc(Br)cc1C(=O)Nc1c(C)n(C)n(-c2ccccc2)c1=O | 1.0 | 8 | -16 | -0.3
CCSCCOC(=O)C1=C(C)NC(=O)CC1c1ccccc1Cl (stereo not given) | 1.2 | 6 | -2 | -0.2
CCn1c(-c2csc(C)c2)n[nH]c1=S | 0.0 | -3 | -5 | 0.0
CC(C)(C)n1nnnc1C(c1cc2cc3c(cc2[nH]c1=O)OCCO3)N1CCCC1 (stereo not given) | 0.6 | -1 | 2 | -0.1
O=C(NCC(c1ccco1)N1CCc2ccccc21)c1cccc(Cl)c1 (stereo not given) | 0.4 | 0 | 6 | -0.1
COC(=O)c1ccc(NC(=S)NC(=O)/C=C/c2ccc(OC)c(OC)c2)cc1 | 1.0 | 13 | -6 | -0.2
O=C(N[C@H]1C[C@H]2C(=O)N[C@@H](Cc3ccccc3)C(=O)N2C1)c1ccc(Br)cc1 | 4.8 | 4 | -1 | -0.3
CCOC(=O)C1=C(N)n2c(s/c(=C\c3cccc(Br)c3)c2=O)=C(C#N)C1c1cccc(Br)c1 (stereo not given) | -0.3 | -4 | 1 | 0.0
C#CCNC(=O)c1cnc2scc(CC)n2c1=O | 0.7 | -7 | 17 | 0.1
S=C(NCCc1c[nH]c2ccccc12)NCc1ccco1 | -0.2 | -3 | 9 | -0.1
CCn1nc(C)c(NC(=O)Cn2ncc3cccn3c2=O)c1C | -0.5 | -2 | -9 | 0.0
COc1ccc(-c2nc(Nc3ccc(NC(C)=O)cc3)c3ncn(C(C)C)c3n2)cn1 | 4.2 | 35* | 3 | -0.1
Cc1ccccc1-n1c(SCc2ccccc2F)nc2[nH]ncc2c1=O | -1.5 | -30 | 2 | -0.1
COc1ccc(N2CC(NC(=O)NCCC(c3ccccc3)c3ccccc3)CC2=O)cc1 (stereo not given) | -1.1 | 7 | -3 | -0.1
CCOC(=O)/C(=C/c1cc2ccccc2n1C(C)=O)[N+](=O)[O-] | -0.3 | 4 | 7 | -0.3
CC(C)(C)C(=O)Nc1nnc(SCC(=O)NCc2cccs2)s1 | 1.6 | 0 | 6 | -0.1
O=C(O)CC1S/C(=N/N=C/c2ccccc2O)NC1=O (stereo not given) | -1.9 | -2 | 20 | -0.4
CSc1nnc(COc2ccc(Cl)cc2)n1Cc1ccco1 | 0.5 | -16 | -8 | -0.2
CC1CC(=O)NN=C1c1ccc2c(c1)nnn2O (stereo not given) | -1.3 | -8 | 0 | 0.5
COc1ccccc1CNC(=O)c1c(O)c2cccc3c2n(c1=O)CC3 | -0.8 | -4 | 6 | -0.1
CCN(CC)C(=O)c1c(C)nc2ccc([N+](=O)[O-])cc2c1-c1ccccc1 | -1.0 | 1 | 4 | -0.1
Cc1csc(-c2cc(C(=O)N(C)CCc3ccccn3)cc(-n3cnnn3)c2)c1 | 2.4 | -8 | 6 | 0.0
CCOc1ccc2c(c1)-c1c(ssc1=S)C(C)(C)N2C(=O)CSc1nc(CSc2ccc(Cl)cc2)cc(=O)[nH]1 | 1.2 | 3 | 15 | -0.1

One compound at a time (already shown). Screens in order: GPR151 activ | TEAD-YAP block | MITF primary | FBW7 activator
Listed for `Nc1ncc(Cc2ccccc2[N+](=O)[O-])s1` : -0.6 | -1 | 3 | -0.3
Listed for `COc1ccc(-c2nc(Nc3ccc(NC(C)=O)cc3)c3ncn(C(C)C)c3n2)cn1` : 4.2 | 35* | 3 | -0.1
Listed for `COc1ccccc1CNC(=O)c1c(O)c2cccc3c2n(c1=O)CC3` : -0.8 | -4 | 6 | -0.1

The list goes on:
SMILES | GPR151 activ | TEAD-YAP block | MITF primary | FBW7 activator
COc1ccc2c(c1)sc(=N)n2CCO | -0.2 | 5 | -8 | -0.2
O=C(CCSc1ccccc1)N(Cc1ccco1)c1nc2c(F)cc(F)cc2s1 | -0.2 | -14 | 20 | 0.9
COc1ccccc1NC(=O)c1ccc(N2C(=O)CCC2=O)cc1 | -1.1 | -17 | -7 | -0.1
CCCC1CC(C)(/C(C)=N/NC(N)=S)OC1=O (stereo not given) | -1.5 | 12 | 15 | 0.4
CCCNc1ccnc(-c2cccc(C(C)=O)c2)n1 | -1.0 | -20 | 18 | 0.1
CN1CCc2c(sc(NC(=O)c3cc4cc([N+](=O)[O-])ccc4s3)c2C(N)=O)C1 | 0.3 | -4 | 0 | 0.0
COc1ccc(CCNC(=O)C(=O)N2CCCC2)cc1 | -0.7 | 9 | 1 | -0.1
O=C(CN1C(=O)CSc2ccccc21)Nc1ccccc1C(=O)N1CCOCC1 | 0.1 | 3 | 3 | -0.1
CC(C)C(=O)Nc1nnc(SCC(=O)NC2CCCCC2)s1 | 0.3 | -2 | 20 | 0.5
CC(C)N(C(=O)N1CCC(n2cnc3cccnc32)CC1)C(C)C | 0.8 | -1 | -8 | -0.2
O=[N+]([O-])c1ccc(COn2nnc3ccccc32)cc1 | 1.6 | -12 | 8 | 0.2
Cc1cnc(N2CCCC2CO)nc1NCc1nc2ccccc2[nH]1 (stereo not given) | 0.5 | 8 | 7 | -0.1
Cc1nc2ccc(NC(=O)N3CCC(c4ccccc4)C3)cc2s1 (stereo not given) | -0.2 | -9 | 6 | -0.1
CC(C)c1ccc(OCC(=O)Nc2cc(C(=O)N3CCCC3)cn(C)c2=O)cc1 | 0.7 | -3 | 3 | -0.4
CCOc1ccc(/C(O)=C2/C(=O)C(=O)N(CCN3CCOCC3)C2c2ccc(Cl)cc2)c(C)c1 (stereo not given) | 4.0 | 6 | 14 | -0.1
OC(CNCCOc1ccccc1)Cn1c2ccccc2c2ccccc21 (stereo not given) | 0.3 | 16 | -1 | -0.2
O=C(NNC(=S)NCc1ccc(F)cc1)c1ccco1 | 0.6 | 3 | 9 | 0.0

The order is random (roughly 3.4% active in at least one column).
